Salmonella PhoP GFP – inhibitors of PhoP regulon expression, primary screen, Salmonella Typhimurium, GFP reporter (AID 1863); inhibition, % at 50 µM, or IC50 in µM where a hit was titrated; hit rate 0.16% among 300,000; S. Typhimurium PhoP-regulated promoter GFP reporter, 4 h; higher % means a stronger effect;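 active = inhibition over 29.93%, a cutoff 3 SD above the screen mean, later confirmed by dose response; inconclusive = inhibition over 29.93% but no dose response follow-up; inactive = inhibition at most 29.93% or unconfirmed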;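 also: 0% = low Mg2+ inducing control and 100% = high Mg2+ repressing control; strong numbers were not always called active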
GPR35 arrestin U2OS – GPR35 antagonists blocking zaprinast-driven arrestin recruitment, primary screen, imaging, U2OS, beta-arrestin-GFP, zaprinast agonist (AID 2058) | U2OS GPR35 beta-arrestin-GFP translocation imaging, zaprinast antagonism; higher % means a stronger effect | inhibition, % at 10 µM; hits with a dose series show IC50 in µM | hit rate 0.052% among 290,000;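 active = inhibition of at least 50% with at least 30 cells and total cytoplasm GFP at most 10,000,000; inconclusive = under 30 cells or total GFP of 10,000,000 plus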
T cell modulator – T cell immune modulators affecting CD8 T cell-vesicle binding; 2C CD8+ T cell-vesicle binding, flow cytometry; active compounds read low; calls only at 7 µM; hit rate 0.068% among 330,000; AID 2052;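 active = response, share of CD8 T cells binding vesicles, and their 90th percentile fluorescence all below set limits, cut at about 80% in these data, passing the limit was not always enough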
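Assay system: 2C TCR transgenic mouse naive CD8+ T cells, MACS-purified | Read-out: CD8+ gate FL2 mean fluorescence as % of same-row positive control | Signal: High-throughput flow cytometry with anti-B7-1 and anti-CD8 staining | Timing: Binding step 1.5 h, 37 °C, antibody labelling 20 min, ice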
GPR55 activation – GPR55 agonists via beta-arrestin recruitment, primary screen, imaging, U2OS cells, beta-arrestin-GFP redistribution (AID 1961); one-dose activation, % at 10 µM; EC50 in µM for titrated hits; U2OS GPR55 beta-arrestin-GFP redistribution imaging; higher % means a stronger effect; hit rate 0.048% among 290,000;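 active = activation above 40% with more than 50 cells counted in the well; inconclusive = wells holding fewer than 50 cells, flagged as toxic or sparse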;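 also: U2OS osteosarcoma cells stably expressing GPR55 and beta-arrestin-GFP; plate controls were DMSO negative control for no effect and LPI positive control for full effect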
KOR beta-arrestin-1 – kappa opioid receptor activators – cell-based, luminescence, uHTS, primary screen (AID 1777); one-dose activation, % at 10 µM; EC50 in µM for titrated hits; hit rate 0.02% among 280,000; KOR beta-arrestin recruitment, luminescence; higher % means a stronger effect; in the data active = activation above about 50%, passing the limit was not always enough; also: a part of the inactive calls stands beside numbers as strong as those of hits
KOR beta-arrestin-2 – kappa opioid receptor blockers – cell-based, luminescence, uHTS (AID 1778); KOR beta-arrestin recruitment, luminescence, antagonist mode; higher % means a stronger effect; inhibition, % at 10 µM; hits with a dose series show IC50 in µM; hit rate 0.091% among 290,000; in the data active = inhibition above about 50%; also: strong numbers were not always called active
West Nile virus CPE – West Nile virus antiviral activity, cell-based, CPE readout (AID 1621); West Nile virus-infected cells, CPE inhibition; higher % means a stronger effect; CPE inhibition, % at 10 µM; hits with a dose series show IC50 in µM; hit rate 0.02% among 290,000; in the data active = a potency from the dose series; inconclusive = CPE inhibition mostly from about 3.7% at the one dose, without a potency; inactive = the rest, 99 in 100 with CPE inhibition below about 2.2%; also: strong numbers were not always called active
GPR55 LPI antagonism – inhibition of LPI-stimulated GPR55 beta-arrestin translocation – imaging, U2OS, beta-arrestin-GFP, LPI agonist, primary screen (AID 2013); one-dose inhibition, % at 10 µM; IC50 in µM for titrated hits; U2OS GPR55 beta-arrestin-GFP translocation imaging, LPI antagonism; higher % means a stronger effect; hit rate 0.13% among 290,000;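 active = spots per cell inhibited over 60%, with over 100 cells counted and total cytoplasm intensity under 500,000; inconclusive = wells with under 100 cells, flagged as likely toxic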;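 also: U2OS cells stably carrying GPR55 and arrestin-GFP stimulated by 5 µM LPI near EC80; imaged beta-arrestin-GFP aggregate spots per cell after agonist stimulation; plate controls were LPI-stimulated DMSO wells for no effect and DMSO wells without LPI for full effect; some results filed as inactive read as strong as hits; confirmed hits need IC50 under 10 µM and bright autofluorescent wells are also inconclusive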
NTR1 agonist – agonists of NTR1, primary screen, imaging, U2OS cells, beta-arrestin-GFP, high content (AID 493036); activation, % at 20 µM; hit rate 0.17% among 330,000; NTR1-U2OS beta-arrestin-GFP spot imaging, agonist mode; P30989;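 active = activation at or above 40% of the spot to cytoplasm intensity ratio, with at least 20 cells analyzed; inconclusive = wells under 20 cells, flagged as cytotoxic or low count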;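 also: 0% = DMSO without peptide and 100% = 100 nM NTR1 peptide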
Target sequence (P30989 whole entry, looked up): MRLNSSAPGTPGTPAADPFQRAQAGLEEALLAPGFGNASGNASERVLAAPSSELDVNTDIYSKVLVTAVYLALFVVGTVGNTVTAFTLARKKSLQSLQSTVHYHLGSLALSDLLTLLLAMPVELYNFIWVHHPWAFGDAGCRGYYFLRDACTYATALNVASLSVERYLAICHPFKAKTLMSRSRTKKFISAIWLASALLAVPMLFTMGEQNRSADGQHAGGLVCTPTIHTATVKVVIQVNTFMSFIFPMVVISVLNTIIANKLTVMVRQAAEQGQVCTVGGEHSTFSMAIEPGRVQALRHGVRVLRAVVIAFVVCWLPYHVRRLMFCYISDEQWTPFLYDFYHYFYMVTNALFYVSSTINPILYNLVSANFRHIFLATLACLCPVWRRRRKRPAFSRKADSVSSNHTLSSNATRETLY
T cell modulator vesicle-bound % – further read-out of T cell modulator, marked with its call; double positive events, %; measured here: CD8+ vesicle-bound cell fraction;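 binding gate set so that unloaded-vesicle control wells show 10% double positive cells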
NTR1 agonist cell count 20 µM – second read-out of NTR1 agonist, no call of its own (marks repeat the call); cell count; measured here: cell count, cytotoxicity flag
An asterisk follows results filed as active; i = inactive; ? = inconclusive; / = not tested or not shown; [ ] = another dose, or the depositor's remark.

no. | compound | West Nile virus CPE | GPR55 activation | T cell modulator vesicle-bound % | NTR1 agonist cell count 20 µM | KOR beta-arrestin-1 | GPR35 arrestin U2OS | GPR55 LPI antagonism | NTR1 agonist | Salmonella PhoP GFP | T cell modulator | KOR beta-arrestin-2
1 | CC1=CC(C)(C)N2C(=O)C3(C(C#N)=C(N)Oc4cc(O)ccc43)c3cccc1c32 (centres undefined) | 0.7% | -0.4% | 29 | 48 | 1.0% | -4% | 27% | 6.4 | 6% | i | -8%
2 | CCN(CC)CCCN1C=C2C(=O)C(C)(OC(=O)C3CCCC3)C(=O)C(c3ccccc3)=C2C=C1CCCC(=O)OC (centres undefined) | 0.3% | -0.2% | 26 | 86 | -1.8% | -7% | 4% | -2.1 | -2% | i | 14%
3 | Cc1onc(-c2c(F)cccc2Cl)c1-c1nnc(-c2ccc(C(F)(F)F)cc2)o1 | -1.0% | 2.6% | 49 | 65 | 6.2% | 15% | -4% | 2.9 | -5% | i | 33%
4 | CC(CCc1ccccc1)NC(=O)C1CCN(c2nnc(-n3cccc3)s2)CC1 (centres undefined) | -0.2% | 0.3% | 50 | 87 | -0.3% | 0% | -10% | -1.5 | 2% | i | -34%
5 | CCN(CCCNC(=O)CN(C)S(=O)(=O)c1cccc2nsnc12)c1ccccc1 | / | -0.1% | 9 | 83 | 7.3% | 4% | 6% | 0.4 | 0% | i | -15%
6 | C=CC[C@]12C=C(OC)C(=O)C(OC)=C1O[C@@H](c1ccc3c(c1)OCO3)[C@H]2C | -0.2% | / | 19 | 66 | / | / | / | 1.1 | 6% | i | /
7 | CC1CCN(CCCOc2ccc(OCc3ccccc3)cc2)CC1 | -0.8% | -0.2% | 45 | 109 | -4.3% | 7% | 10% | -2.5 | 11% | i | -2%
8 | CCCCn1nc(-c2ccccc2)c2nc3ccccc3nc21 | -0.5% | 0.3% | 37 | 69 | 1.7% | 13% | 6% | 32 | -62% | i | -23%
9 | COC(=O)c1ccc(NC(=S)NCCCn2ccnc2)cc1 | -0.2% | 0.3% | 53 | 89 | -10% | -2% | 9% | 0.8 | 2% | i | 2%[20 µM]
10 | CC(NC(=O)c1ccc(N2CCNCC2)c([N+](=O)[O-])c1)C12CC3CC(CC(C3)C1)C2 (centres undefined) | ? | -0.1% | 54 | 77 | 1.8% | -7% | 49% | 29 | 1% | i | -51%[20 µM]
11 | Cc1ccccc1CSCc1ccc(C(=O)NCCCN2CCOCC2)o1 | -1.1% | 0.1% | 32 | 50 | -7.3% | 4% | -14% | -0.5 | -13% | i | 14%
12 | O=C(O)c1ccc2c(=O)n(-c3ccccc3)c(=S)[nH]c2c1 | 0.3% | -0.1% | 34 | 50 | / | 6% | 5% | 0.7 | -9% | i | 27%
13 | Cc1ccc(C(=O)N(CCN(C)C)CC2CCCN(Cc3ccccc3F)C2)cc1C (centres undefined) | -0.3% | -0.2% | 57 | 59 | 6.2% | -2% | 9% | 0.6 | 0% | i | -35%[20 µM]
14 | O=C(CSc1nnc2ccccn12)NC(=O)NC1CCCCC1 | 0.1% | -0.2% | 42 | 37 | -0.8% | -11% | -8% | -1.0 | 1% | i | -12%
15 | O=C(NC(=S)NCc1ccccc1)c1cccnc1 | 1.9% | -0.3% | 52 | 47 | 0.5% | 13% | 0% | 0.2 | 0% | i | 9%
16 | CC1(C)Cc2nc(N)c(=O)sc2C1 | -0.3% | -0.2% | 22 | 58 | -0.2% | -5% | 4% | -0.5 | 11% | i | -15%
17 | CCN1CCN(CC(=O)Nc2cc(F)ccc2C)CC1 | -0.3% | -0.1% | 25 | 84 | 10% | 16% | 5% | 2.8 | 4% | i | -28%
18 | O=C(Nn1c(-c2ccc(Cl)cc2)nc2ccccc2c1=O)c1cccnc1Cl | -0.2% | 1.0% | 47 | 72 | 7.4% | -15% | 13% | 0.1 | 8% | i | 15%
19 | COC(=O)Cn1cnc2c(nnn2Cc2ccc(Cl)cc2)c1=O | 0.4% | 0.1% | 41 | 83 | 3.4% | -3% | -3% | -0.7 | 10% | i | -10%
20 | COc1ccc(C(=O)NCc2ccc3c(c2)OCO3)cc1S(=O)(=O)NCc1ccc(Cl)cc1 | -1.1% | 0.2% | 15 | 52 | 2.7% | -12% | 6% | 0.2 | -2% | i | -20%
21 | O=C(Nc1ncc(Cc2ccccc2Cl)s1)C1CCCO1 (centres undefined) | -0.9% | -0.4% | 28 | 50 | 9.2% | 1% | 7% | 0.6 | 1% | i | 23%
22 | Cn1c2ccccc2c(=O)c2c(=O)n(C3CCCCC3)c(-c3cccs3)nc21 | 0.8% | -0.1% | 1 | 77 | 1.4% | 0% | -24% | 39 | -2% | i | -11%
23 | O=C(CSC(=S)N1CCOCC1)N1N=CCC1c1ccccc1 (centres undefined) | -0.1% | 0.0% | 16 | 67 | 1.6% | -8% | 10% | 1.4 | 11% | i | -4%
24 | Cc1ccc(N2CCN(C3=NC(=O)/C(=C\c4cccs4)S3)CC2)cc1 | -0.1% | -0.3% | 46 | 49 | -0.6% | 0% | 4% | 1.0 | 11% | i | 1%
25 | O=C(c1cccc([N+](=O)[O-])c1)N1CCN(c2ncccn2)CC1 | 0.0% | 0.3% | 20 | 52 | -12% | -13% | 10% | -0.6 | 10% | i | 8%
26 | CC(C)CN(CC(C)C)CC(O)CN(c1ccccc1)S(=O)(=O)c1ccccc1[N+](=O)[O-] (centres undefined) | -0.5% | -0.3% | 14 | 65 | 7.3% | -2% | 1% | 9.4 | / | i | -9%
27 | O=C(COC(=O)/C=C/c1cccc(F)c1)Nc1ccccc1-c1ccccc1 | 0.4% | -0.2% | 15 | 54 | 19% | -7% | -2% | 2.0 | -1% | i | -21%
28 | Cc1c(N=C/C=C2/N(C)c3ccccc3C2(C)C)c(=O)n(-c2ccccc2)n1C | -0.4% | -0.1% | 7 | 16 | -4.5% | 3% | 13% | -3.4 | 6% | i | -1%
29 | Cc1cccc(N2CCN(C(=O)/C=C/c3ccco3)CC2)c1C | -0.7% | 0.1% | 43 | 59 | 12% | 6% | 5% | 3.1 | -6% | i | -7%
30 | CCOc1ccc(S(=O)(=O)Nc2ccc(C(=O)NCC(c3ccccc3)N(C)C)cc2)cc1 (centres undefined) | 0.7% | 0.6% | 41 | 76 | 7.3% | -11% | 18% | 1.4 | -6% | i | -8%

Carrying on:
no. | compound | West Nile virus CPE | GPR55 activation | T cell modulator vesicle-bound % | NTR1 agonist cell count 20 µM | KOR beta-arrestin-1 | GPR35 arrestin U2OS | GPR55 LPI antagonism | NTR1 agonist | Salmonella PhoP GFP | T cell modulator | KOR beta-arrestin-2
31 | O=C(Nc1ccc(S(=O)(=O)N2CCCCC2)cc1)c1ccncc1 | -0.2% | -0.2% | 40 | 7 | 1.1% | -2% | -12% | 6.8 | 1% | i | 16%
32 | CCOC(=O)C1CCCCN1C(=O)CCc1c(C)nc2cc(-c3ccccc3)nn2c1C (centres undefined) | / | 0.4% | 43 | 63 | 3.1% | -6% | 3% | 5.9 | -2% | i | 0%
33 | O=C(Nc1nc(=O)c2ccccc2s1)c1ccccc1 | 0.0% | -0.1% | 41 | 69 | -3.1% | 7% | 6% | -2.2 | -15% | i | -4%
34 | COc1ccc(/C=C/C(=O)NC(=S)Nc2ccccc2)cc1OC | 0.8% | -0.1% | 40 | 93 | 6.1% | 4% | -14% | 0.9 | / | i | -27%
35 | Cc1c(-c2ccccc2)oc2c(C(=O)OCC(=O)Nc3ccc(F)cc3)cccc2c1=O | -0.3% | 0.5% | 47 | 88 | 11% | 1% | 12% | 3.8 | 3% | i | 9%
36 | CCC(C)NC(=O)CSc1nc2ccccc2c(=O)n1CCCC(=O)NCC1CCCO1 (centres undefined) | -0.1% | -0.1% | 22 | 93 | -0.3% | 8% | 24% | -0.4 | 3% | i | 21%
37 | CCn1c(/C=C/c2ccc([N+](=O)[O-])o2)nc2ccccc2c1=O | 3.1% | -0.2% | 16 | 90 | 3.6% | 4% | -2% | -2.2 | -21% | i | -17%
38 | Cc1ccc(S(=O)(=O)N2CCCCCC2)cc1C(=O)Nc1cccnc1 | 0.1% | -0.2% | 9 | 56 | 0.8% | 14% | 2% | 0.5 | -1% | i | 10%
39 | COc1ccc(C/C(=N\OC(C)=O)c2ccc(OC)cc2)cc1 | 0.2% | 0.6% | 9 | 50 | 1.8% | -9% | -9% | -0.7 | -2% | i | -42%[20 µM]
40 | COc1cc(CNn2c(C)n[nH]c2=S)cc(Cl)c1OCc1ccc(F)cc1 | 0.0% | 0.0% | 15 | 49 | 4.9% | 5% | -23% | 4.6 | 1% | i | -197%
41 | COc1cc(/C=C/C(=O)Nc2nnc(CC(C)(C)C)s2)cc(OC)c1OC | -0.6% | 0.0% | 29 | 44 | 16% | -5% | 10% | 1.3 | -10% | i | 9%
42 | COCCn1nnnc1C(c1ccc2ncccc2c1)N1CCN(c2ccccc2F)CC1 (centres undefined) | -0.7% | -0.2% | 16 | 53 | -2.5% | -1% | -10% | -0.5 | -6% | i | 5%
43 | COc1ccc(CCN(C)C(=O)c2ccc(S(=O)(=O)Nc3ccccc3C)cc2)cc1OC | -1.1% | 0.4% | 55 | 75 | 6.6% | -4% | -1% | 0.2 | -8% | i | -19%
44 | Cc1c(CC(=O)NCCCCCC(=O)O)c(=O)oc2c(C)c3oc4c(c3cc12)CCCC4 | -0.1% | 0.0% | 37 | 88 | -1.9% | -12% | 6% | 0.4 | 3% | i | 6%
45 | COc1ccc(N(CC(=O)NCCSc2ccccn2)S(=O)(=O)c2ccc(C)cc2)cc1OC | -0.8% | 0.0% | 18 | 62 | 2.7% | -1% | 8% | 2.0 | 2% | i | -56%

Two compounds from above, showing only West Nile virus CPE and T cell modulator vesicle-bound %:
No. | canonical_smiles | West Nile virus CPE | T cell modulator vesicle-bound %
28 | Cc1c(N=C/C=C2/N(C)c3ccccc3C2(C)C)c(=O)n(-c2ccccc2)n1C | -0.4% | 7
29 | Cc1cccc(N2CCN(C(=O)/C=C/c3ccco3)CC2)c1C | -0.7% | 43
